Cardio protect = protects H9c2 cardiomyocytes from peroxide injury | protection from H2O2 cell death, % at 20 µM | actives 0.63% (n = 360,000) | H2O2 injury protection, ATPLite, 2 h;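 active = compounds giving at least 50% protection of heart cells from peroxide-induced death in the single-dose screen, raw or plate-pattern-corrected value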;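 note: 0% = DMSO wells with peroxide and 100% = DMSO wells without peroxide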
m5-HT2A agonist = agonists of mouse serotonin 5-HT2A receptor (HTR2A); P35363; CHO-K1 mHTR2A beta-arrestin complementation, luminescence; percent of 30 µM serotonin response; activation, % at 7.6 µM; actives 0.66% (n = 360,000); AID 624169;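 active = activation above a run cutoff, the mean activation of all tested compounds plus 3 SD, cut at about 14% in these data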;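 note: 0% = plate median of compound wells and 100% = 30 µM serotonin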
PDI turbidity = PDI (human) enzyme inhibition; inhibition, % at 10 µM; AID 588391; actives 0.052% (n = 350,000); P07237; PDI insulin aggregation turbidity, A650, 90 min;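 active = mean inhibition across replicates of 30% or more, whatever share of single replicates reach that level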;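 note: absorbance from insulin aggregation driven by PDI reduction with DTT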
Target sequence (P07237 whole entry, looked up): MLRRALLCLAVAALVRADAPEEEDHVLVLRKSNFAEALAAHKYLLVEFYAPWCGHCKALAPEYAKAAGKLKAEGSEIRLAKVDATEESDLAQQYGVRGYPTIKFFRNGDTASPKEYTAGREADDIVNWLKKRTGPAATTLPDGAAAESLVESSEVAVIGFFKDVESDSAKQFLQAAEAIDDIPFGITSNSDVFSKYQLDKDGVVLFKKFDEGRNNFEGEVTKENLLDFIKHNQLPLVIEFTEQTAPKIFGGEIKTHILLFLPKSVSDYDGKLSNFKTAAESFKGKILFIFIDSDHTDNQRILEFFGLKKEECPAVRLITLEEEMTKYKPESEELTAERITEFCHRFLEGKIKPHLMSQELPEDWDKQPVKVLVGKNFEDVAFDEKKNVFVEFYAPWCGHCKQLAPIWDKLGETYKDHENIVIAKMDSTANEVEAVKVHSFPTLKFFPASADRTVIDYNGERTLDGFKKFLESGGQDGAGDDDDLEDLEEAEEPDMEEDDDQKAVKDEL
HIF-2a block = blocks HIF-2a reporter activity. 786-0 RCC cells HIF-2a reporter, luciferase luminescence, overnight. actives 0.72% (n = 360,000). inhibition, % at 18.8 µM;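 active = inhibition of the luminescence signal of 40% or more relative to plate controls, in a single-dose primary screen at 18.75 µM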
NR2E3 ag-1 = agonists of human nuclear receptor NR2E3 | actives 0.12% (n = 320,000) | AID 2300 | GST-NR2E3/biotin-RetCOR TR-FRET, 1536-well | Q9Y5X4 | inhibition of corepressor binding, % at 4.78 µM;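 active = percent inhibition above the cutoff of mean plus 3 SD of all tested compounds, set per screening campaign, cut at about 20% in these data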;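 note: 0% = DMSO wells and 100% = biotin wells as full block of FRET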
Target sequence (Q9Y5X4 whole entry, looked up): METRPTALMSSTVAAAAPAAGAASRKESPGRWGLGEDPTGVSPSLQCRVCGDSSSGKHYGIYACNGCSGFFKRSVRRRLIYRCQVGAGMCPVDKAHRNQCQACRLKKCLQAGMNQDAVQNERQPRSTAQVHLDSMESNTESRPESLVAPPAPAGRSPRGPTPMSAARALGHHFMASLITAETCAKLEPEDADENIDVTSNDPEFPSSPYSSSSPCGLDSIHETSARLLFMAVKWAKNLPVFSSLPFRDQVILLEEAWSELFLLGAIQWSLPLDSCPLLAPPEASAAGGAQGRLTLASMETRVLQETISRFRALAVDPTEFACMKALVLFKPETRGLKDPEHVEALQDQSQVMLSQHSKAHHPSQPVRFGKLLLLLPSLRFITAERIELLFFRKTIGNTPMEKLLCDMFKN
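system = GST-tagged NR2E3 plus biotinylated RetCOR corepressor | input = 1.35 nM GST-NR2E3 | also added = 7 nM biotin-RetCOR | schedule = 5 h incubation at 4 °C | measured by = TR-FRET with europium anti-GST and streptavidin-D2, 340 nm excitation | read-out = percent loss of FRET ratio relative to control wells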
Shn3 3UTR inh = Schnurri-3 reporter inhibition in Clone20 osteoblasts; Clone20 osteoblast Shn3 3'UTR firefly luciferase, 24 h; inhibition, % at 12.5 µM; actives 0.52% (n = 360,000); AID 588674;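 active = mean inhibition of at least 75% with every replicate also reaching 75%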;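 note: 0% = median of neutral control wells and 100% = pilot-screen positive control compound; some compounds past the cut are filed as inactive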
Peg3 promoter = Peg3 promoter activity inhibition | HeLa PEG-Prom luciferase reporter, luminescence, overnight | actives 1.7% (n = 360,000) | AID 588405 | inhibition, % at 20 µM;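 active = inhibition of at least 50% at 20 µM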
iPSC survival up = increases survival of single human iPS cells. hiPSC single-cell survival, ATPlite luminescence; 100% = ROCK inhibitor wells, 0% = DMSO. survival enhancement, % at 20 µM. actives 0.044% (n = 360,000); in the data active = survival enhancement above about 18%;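 note: cells exposed to compounds for 16 hours before the ATP read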
CaV13 FRET inh = Primary screen for inhibitors of IQ motif and Ca2+-dependent inactivation inhibitor domain binding in CACNA1D, Förster resonance energy transfer in living cells, … | HEK cells, CFP/YFP FRET ICDI-IQ, plate reader, 10 min; percent FRET-ratio fall versus neutral wells | inhibition, % at 12.3 µM | actives 0.098% (n = 340,000) | AID 743397;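 active = mean replicate inhibition of at least 30% and at least 1% of replicates passing that level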;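 note: 0% = median of the neutral control wells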
NR2E3 ag-2 = activates human NR2E3 receptor | inhibition of corepressor binding, % at 3.98 µM | CHO-S Gal4-NCOR/VP16-NR2E3 two-hybrid, luciferase | Q9Y5X4 | AID 602229 | actives 0.35% (n = 360,000);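 active = inhibition above the mean of all tested compounds plus 3 SD, cut at about 70% in these data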;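 note: 0% = DMSO with NR2E3 transfected cells and 100% = cells lacking NR2E3 construct; higher means lower luciferase signal from less NR2E3 corepressor binding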
MITF TRPM1 inh = reduces MITF-dependent TRPM1 promoter luciferase signal; SK-MEL-5 TRPM1 promoter luciferase, 24 h; AID 488899; inhibition, % at 12.5 µM; actives 0.83% (n = 330,000);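 active = mean inhibition across replicates of 60% or more, whatever share of single replicates reaches that level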; note: values of inactives mirror those of a sister screen read the other way
The depositor's hits bear a star; nt = not tested or not shown.

Results follow in this order: PDI turbidity	Shn3 3UTR inh	m5-HT2A agonist	Peg3 promoter	Cardio protect	HIF-2a block	NR2E3 ag-2	iPSC survival up	NR2E3 ag-1	CaV13 FRET inh	MITF TRPM1 inh
CCN(CC)CCOCCOC(=O)C(CC)(CC)c1ccccc1
  0	-10	-1	10	2	14	2	0.4	-1	-21	nt
O=C(CS(=O)(=O)Cc1ccccc1)NCc1ccco1
  -8	-12	-6	4	-1	13	-8	0.1	2	-5	-14
C=CCN1C(=Nc2ccccc2)SC/C1=C\C(=O)OC
  -15	3	0	-16	1	-12	-5	1.2	1	nt	-10
CCOC(=O)CCCCC(=O)NC(CO)C(=O)NC (stereo unspecified)
  -2	-15	4	4	-8	2	0	-1.8	3	nt	3
NNC(=O)c1cccc(O)c1
  11	-10	1	7	-1	2	-103	-0.5	-2	-4	11
Cc1cc(C)cc(NC(=O)N(CCC#N)Cc2cccs2)c1
  -6	nt	-3	9	1	6	6	1.1	0	-4	-7
COc1ccc(-n2c(C)cc(-c3csc(NC(=O)c4ccc(S(=O)(=O)N(C)C)cc4)n3)c2C)cc1
  -12	1	9	14	3	0	-2	-0.4	2	-3	22
Cc1ccc(-c2cc(C(=O)Nc3c(C)n(C)n(-c4ccccc4)c3=O)no2)cc1
  1	2	10	3	0	7	-10	0.1	1	-6	4
Nc1c(N=O)c(=O)[nH]c(=O)n1-c1ccccc1
  3	0	-3	15	4	0	11	0.1	-2	-4	1
O=C(COC(=O)CCSc1ccccc1)NCc1ccc(F)cc1
  -7	-2	2	1	2	-5	-4	0.3	4	5	4
O=S(=O)(c1ccccc1)c1nc(-c2ccco2)oc1Nc1ccccc1
  -2	27	0	-18	-11	-42	-27	1.6	-4	-4	3
C/C=C\C=C\C(=O)Nc1cccc(C2=NOC3(C2)C[C@@H](C(N)=O)N(C(=O)C(c2ccccc2)c2ccccc2)C3)c1 (stereo partly specified)
  4	-8	-3	-8	5	-8	-28	-0.5	5	-7	16
N#Cc1cccc(NC(=O)COC(=O)c2ccccc2Sc2ccccc2C#N)c1
  3	-13	-4	-102	2	-120	-107	6.0	-1	-19	4
N#Cc1ccc(Cl)cc1NC(=O)COC(=O)c1ccc2c(c1)OCCO2
  0	-21	-2	17	-6	6	4	-5.2	36*	-5	11
Cc1ccc(-n2cc[nH]c2=S)cc1C
  -17	-6	0	8	11	11	9	-0.9	2	-7	-2
COc1cccc(Cn2cc(C(=O)NCCN(C)C)nn2)c1
  -1	-6	1	16	-3	7	-8	-0.1	0	-3	nt
CC1(C)CC(=O)C(C(=S)Nc2ccc(F)cc2)=C(NCCN2CCOCC2)C1
  -2	14	7	10	-4	10	-1	-1.6	-3	-18	2
Cc1ccc(/C=C/C(=O)Nc2nnc(SCc3ccc(C#N)cc3)s2)o1
  9	0	3	-11	3	-4	16	0.6	0	-5	-8
Cc1ccc2c(CC(=O)N(C)c3c(N)n(Cc4ccccc4)c(=O)[nH]c3=O)coc2c1
  -2	-14	0	-8	-3	7	2	-0.7	2	-5	-6
O=C(COC(=O)c1cc(S(=O)(=O)N2CCOCC2)ccc1F)NCc1ccco1
  -3	-3	2	-9	-2	13	1	-0.3	1	-3	-2
CN(C)C(=O)COc1ncnc2sc(-c3ccccc3)cc12
  5	-38	3	-64	4	-70	-15	-0.5	0	-17	-36
COCCOc1cc(N(CC(=O)N(C)C)S(=O)(=O)c2ccccc2)c(Cl)cc1Cl
  -4	13	-2	7	2	11	1	1.9	2	-3	9
Cc1nc2ccc(NC(=S)N3CCCC3)cc2nc1C
  5	-3	6	-42	6	-89	-3	-0.2	1	-6	-10
CCc1nc2ccc(C(=O)N3CCN(S(=O)(=O)CC)CC3)cn2c1N(C=O)CCC(C)C
  19	-5	-5	-6	2	6	-21	0.9	nt	-14	nt
CC(C)CCOc1ccc(/C=C2\CCn3c2nc2cc(C(=O)O)ccc2c3=O)cc1
  -1	-7	3	10	6	12	14	3.4	nt	-15	12
O=C(CCS(=O)(=O)c1ccccc1)N1CCOCC1
  4	-52	2	-72	22	-84	-29	-0.1	-2	nt	-32
CS(=O)(=O)c1ccc2nc(NC(=O)CCS(=O)(=O)c3ccccc3)sc2c1
  3	10	0	71*	6	19	-26	0.5	-3	-2	19
CN1C(=O)CC(C(=O)Nc2ccccc2F)SC1=Nc1ccc2c(c1)OCO2 (stereo unspecified)
  2	-12	6	20	-3	6	4	-0.7	-4	-7	0
Nc1nccnc1C(=O)OCC(=O)N1CCN(S(=O)(=O)c2ccc(Cl)cc2)CC1
  -1	-5	2	20	2	2	-35	0.2	-2	-5	-15
COC(=O)[C@]1(Cc2ccccc2)N[C@H](CN(C)C(=O)c2ccc(F)cc2)[C@@H]2C(=O)N(Cc3ccccc3)C(=O)[C@@H]21
  -2	-6	-2	7	7	8	-14	0.0	nt	-3	9
CCOC(=O)C1C2C=CC3(CN(Cc4ccccc4)C(=O)C13)O2 (stereo unspecified)
  3	-1	9	11	6	18	-29	0.0	1	-6	10
CCN1C(=O)C(CC(=O)Nc2ccc(OC)cc2)N(Cc2cccs2)C1=S (stereo unspecified)
  -16	-8	1	7	-6	6	-9	-1.9	0	-6	5
CC(C)Oc1cccc(NC(=O)C2(C)CCCN2C(=O)C(C)C)c1 (stereo unspecified)
  -9	11	-3	-3	2	13	-25	-0.2	nt	-10	nt
CCc1nn(CC(=O)NCCCN2CCN(C)CC2)c(=O)c2cc3sc(C)cc3n12
  8	-3	-5	4	-3	6	7	0.2	-1	-2	0
COc1cc(-c2nc(-c3ccncc3)no2)cc(OC)c1OC
  -2	4	6	-8	21	-24	-27	-0.8	2	-12	-12
Cc1cc(=O)oc2cc(OCc3cc4c(cc3Cl)OCO4)ccc12
  -5	-20	1	-35	-6	-109	-31	1.6	2	-6	-17
Cc1cc(C)c(OCC(=O)OC(C)C(=O)NC2CC2)c(C)c1 (stereo unspecified)
  2	-3	1	31	-2	18	-22	-0.4	1	-6	25
CC(CCl)n1c(=O)c2ccccc2n1S(C)(=O)=O (stereo unspecified)
  nt	nt	0	nt	nt	7	-4	0.6	nt	-12	nt
COc1cc(/C=C/C(=O)OCC(=O)N2CCC(Cc3ccccc3)CC2)ccc1O
  -13	6	-2	-32	0	1	18	1.3	-1	-16	7
O=C(NC(NC(=S)Nc1ccc(Cl)cc1)C(Cl)(Cl)Cl)c1ccco1 (stereo unspecified)
  -2	12	-5	32	-20	17	-11	3.8	1	-4	8
CCC(CC)C(=O)N1CCCC(c2nc(-c3cccs3)no2)C1 (stereo unspecified)
  10	-7	1	-30	5	-88	-15	-0.9	1	-4	-21
O=C(CSc1ncnc2nc[nH]c12)c1ccc(Cl)cc1
  6	5	-5	18	2	-98	-53	2.4	2	-3	-3
O=C(CN1C(=O)C(=O)N(C2CCCC2)C1=O)Nc1ccccc1OC(F)F
  -8	-4	5	-6	-5	3	1	-0.3	nt	-2	7
CN(C)c1ccc(C(=O)N2CCCC(N3CCN(Cc4ccc5c(c4)OCO5)CC3)C2)cc1 (stereo unspecified)
  -3	15	-12	-12	1	-12	-65	0.3	nt	nt	-4
O=C(CS(=O)(=O)c1cn(Cc2cccc(F)c2)c2ccccc12)N1CCOCC1
  0	2	2	9	14	9	-12	1.6	-1	-4	3
CCOC(=O)N1CCN(C(=O)c2cccn3c(=O)c4c5c(sc4nc23)CCCC5)CC1
  9	6	7	23	-2	14	28	1.5	-2	-19	6
O=C(COC(=O)CNC(=O)c1cccc([N+](=O)[O-])c1)Nc1ccccc1OC(F)F
  -6	-47	0	7	-4	10	-15	0.0	-4	9	6
CCN(C(=O)CN1CCN(c2ccccc2O)CC1)c1c(N)n(Cc2ccccc2)c(=O)[nH]c1=O
  8	4	4	8	7	1	2	-2.6	1	-12	-21
CCO[C@H]1OC(C(=O)NC2CC2)=C[C@@H](c2ccccc2)[C@@H]1CCCO
  -1	-20	-2	0	12	5	-33	0.2	2	-3	-1
COc1cc(/C=C/C(O)=C/C(=O)/C=C/c2ccc(O)cc2)ccc1O
  22	-30	-6	16	21	-5	-13	-3.3	-2	-8	15

(further entries)
Results follow in this order: PDI turbidity	Shn3 3UTR inh	m5-HT2A agonist	Peg3 promoter	Cardio protect	HIF-2a block	NR2E3 ag-2	iPSC survival up	NR2E3 ag-1	CaV13 FRET inh	MITF TRPM1 inh
C=CCn1c(-c2ccc(F)cc2)n[nH]c1=S
  3	-8	-2	17	-5	3	-16	-3.4	0	3	5
O=C(Cc1nnc(NC(=O)Nc2ccc(F)cc2)s1)Nc1ccccc1
  14	-13	3	16	2	6	-6	2.0	5	-8	-10
Cc1cccc(N2C(=O)C(CC(=O)Nc3cccc(F)c3)N(CCc3ccncc3)C2=O)c1 (stereo unspecified)
  -3	6	0	14	12	14	-13	-1.7	3	3	-2
CCN(CC)C(=O)c1[nH]cnc1C(=O)N[C@@H](CC(C)C)C(=O)OC(C)(C)C
  2	-25	-1	-12	4	-2	-4	-0.4	1	-9	-6
NS(=O)(=O)c1cccnc1Nc1cccc(Cl)c1
  4	4	2	-4	4	2	-4	-0.2	1	nt	-5
